Assay outcomes as filed in PubChem BioAssay.
ERp5 inh: inhibitors of ERp5-driven insulin aggregation, primary screen, biochemical, turbidity, absorbance 650 nm, single point | 350,000 compounds, 0.05% hits | 90 min | Protein disulfide-isomerase A6 (Homo sapiens), Q15084 | inhibition, % at 9.99 µM;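 active = mean replicate inhibition above about 25%, with every replicate also reaching it, limit read from the data, passing the limit was not always enough; inconclusive = only one of those two criteria met; inactive = neither criterion met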
DENV2 CPE rescue: inhibitors of DENV2 cytopathic effect, primary screen, cell-based, plate reader, single concentration; DENV2-infected cells, cytopathic effect rescue; CPE inhibition, % at 9.99 µM; 350,000 compounds, 1.7% hits; in the data active = CPE inhibition above about 20%, passing the limit was not always enough; inconclusive = no clear call, values can overlap the other calls; tested in BHK-21 cells;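 note: 0% = median of neutral control wells and 100% = median of positive control wells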
SIRT5 inh: SIRT5 desuccinylase inhibitors, primary screen, biochemical, fluorescence imaging, single point, set 5; NAD-dependent protein deacylase sirtuin-5, mitochondrial (Homo sapiens), Q9NXA8; Purified SirT5, succinyl-peptide AMC, trypsin-coupled fluorescence; inhibition, % at 15 µM; 330,000 compounds, 1.1% hits; in the data active = inhibition above about 15%; inconclusive = no clear call, values can overlap the other calls
Target sequence (Q9NXA8 whole entry, looked up): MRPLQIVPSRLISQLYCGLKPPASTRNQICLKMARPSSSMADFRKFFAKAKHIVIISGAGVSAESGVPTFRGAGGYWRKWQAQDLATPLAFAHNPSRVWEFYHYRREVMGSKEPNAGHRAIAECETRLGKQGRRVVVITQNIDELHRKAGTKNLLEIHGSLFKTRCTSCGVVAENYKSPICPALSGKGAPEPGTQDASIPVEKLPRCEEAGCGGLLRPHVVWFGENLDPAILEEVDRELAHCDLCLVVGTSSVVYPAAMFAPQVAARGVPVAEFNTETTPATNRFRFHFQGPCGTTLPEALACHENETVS
E-selectin induc: E-selectin induction in HUVECs, primary screen, imaging, HUVEC, immunofluorescence imaging, single point. P16581. normalized: neutral wells 0, TNF-alpha wells 100. activation, % at 7.58 µM. 260,000 compounds, 0.37% hits;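 active = mean E-selectin-positive cell signal at least 10% of the positive control, reached in at least 60% of replicates, without over 20% cell loss; inconclusive = no rule given, readout overlaps actives, possibly toxicity-flagged; inactive = the rest, including those meeting only one limit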;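 note: in these data hits start at about 27%; measured in HUVEC primary endothelial cells; signal is the percent of cells scored E-selectin positive by PE staining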
Target sequence (P16581 whole entry, looked up): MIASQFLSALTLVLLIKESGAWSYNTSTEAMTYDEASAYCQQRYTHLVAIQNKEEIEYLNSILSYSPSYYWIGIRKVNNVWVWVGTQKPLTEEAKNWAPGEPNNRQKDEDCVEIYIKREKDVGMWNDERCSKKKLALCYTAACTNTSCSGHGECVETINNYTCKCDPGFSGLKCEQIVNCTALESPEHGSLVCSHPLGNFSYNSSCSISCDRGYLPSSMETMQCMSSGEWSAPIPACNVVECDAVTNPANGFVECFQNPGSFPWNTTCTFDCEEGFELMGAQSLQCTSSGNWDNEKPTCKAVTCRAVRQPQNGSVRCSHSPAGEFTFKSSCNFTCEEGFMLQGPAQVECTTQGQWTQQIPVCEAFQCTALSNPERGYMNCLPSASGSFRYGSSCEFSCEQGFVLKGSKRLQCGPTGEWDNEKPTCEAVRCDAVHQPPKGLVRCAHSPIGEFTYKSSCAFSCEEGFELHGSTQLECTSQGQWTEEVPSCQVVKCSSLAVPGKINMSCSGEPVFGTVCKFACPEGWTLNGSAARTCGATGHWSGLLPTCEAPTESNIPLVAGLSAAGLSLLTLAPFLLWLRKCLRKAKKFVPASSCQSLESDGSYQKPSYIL
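Assay system: HUVEC primary endothelial cells. Input: 3,000 HUVEC seeded per well. Doses: one compound dose added by pin transfer. Read-out basis: % PE-positive cells. Benchmarks: TNF-alpha high, DMSO low. Detection: immunofluorescence imaging. Buffer or medium: EGM-2, gelatin.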
PglD inh: C. jejuni PglD acetyltransferase inhibitors, primary screen, biochemical, DTNB colorimetric, single point; AID 602405, 2012; inhibition, % at 12.5 µM; purified PglD enzyme, DTNB colorimetric CoA detection; UDP-N-acetylbacillosamine N-acetyltransferase PglD (Campylobacter jejuni); 360,000 compounds, 0.098% hits; in the data active = inhibition above about 16%, passing the limit was not always enough; inconclusive = no clear call, values can overlap the other calls; note: strong numbers were not always called active
Statin myotox sup: suppressors of statin myotoxicity in C2C12 myotubes, primary screen, cell-based, single point, plate reader. C2C12 myotubes + simvastatin, ATP luminescence, 48 h; scaled: DMSO 0, geranylgeraniol control 100. rescue of ATP level, % at 7.49 µM. 330,000 compounds, 0.78% hits. AID 602340, 2012;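 active = mean ATP rescue above about 67%, or every replicate alone reaching that limit, limit read from the data, passing the limit was not always enough; inconclusive = no clear call, values can overlap the other calls; inactive = mean under the limit and some replicate under it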;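 note: myotubes were challenged with 10 µM simvastatin during compound exposure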
S100A4 MyoIIA: inhibitors of S100A4-myosin IIA peptide binding, primary screen, biochemical, fluorescence polarization, TAMRA-MyoIIA peptide. Protein S100-A4 (Homo sapiens), P26447. inhibition, % at 10.7 µM. 360,000 compounds, 0.14% hits;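 active = mean inhibition of at least 70% across replicates, with every replicate also reaching that level; inconclusive = mean inhibition reaches 70% but some replicates fall short; inactive = mean inhibition below 70%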
Target sequence (P26447 whole entry, looked up): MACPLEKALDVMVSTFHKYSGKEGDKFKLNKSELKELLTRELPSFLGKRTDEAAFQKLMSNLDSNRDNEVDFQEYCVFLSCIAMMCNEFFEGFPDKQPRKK
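incubation = readout 5 min after mixing, signal stable up to 60 min | system = S100A4 monomer protein | buffer or medium = HEPES pH 7.2 with CaCl2, KCl, NaCl, DTT, Triton | benchmarks = neutral control DMSO, positive control TFP | also added = fluorescent myosin IIA peptide, 5 nM | compound dosing = one concentration per compound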
Numbers without * were called inactive; ? = inconclusive; nt = no result given. The list is partial (hit frequency here may not be typical).

Structure	ERp5 inh	DENV2 CPE rescue	SIRT5 inh	E-selectin induc	PglD inh	Statin myotox sup	S100A4 MyoIIA
CN1CCN(C(=O)C[C@H]2CC[C@@H]3[C@H](COC[C@@H](O)CN3C(=O)Nc3cc(Cl)cc(Cl)c3)O2)CC1	1.6	8.0	2.4	0.1	-0.4	-21.7	-7.5
NC(=O)C(NN=C(c1ccccc1)c1ccccc1)c1ccccc1 (stereo not given)	5.6	6.3	nt	-1.3	2.5	5.1	51.6
CO[C@H]1CN(C)C(=O)c2cc(NC(=O)c3cc(C)on3)ccc2OC[C@@H](C)N(C(C)=O)C[C@H]1C	-10.1	-8.0	1.3	-0.1	1.0	1.2	4.3
Cc1ccc(S(=O)CCNC(=O)Cc2ccccc2)cc1 (stereo not given)	1.7	-3.9	2.7	nt	-2.4	11.8	-1.2
C[C@H](CO)N1C[C@H](C)[C@@H](CN(C)S(=O)(=O)c2cn(C)cn2)Oc2ccc(NC(=O)C3CC3)cc2CC1=O	3.4	-7.9	16.4*	-0.1	0.8	-35.8	0.6
O=C(N[C@@H]1CC[C@H](CCNC(=O)C2CCOCC2)O[C@H]1CO)c1ccccn1	-0.3	-4.7	-3.4	0.2	-4.3	2.1	-8.2
C[C@@H]1CCCCO[C@H](CN(C)S(=O)(=O)c2ccccc2)[C@H](C)CN([C@H](C)CO)C(=O)c2cc(NC(=O)C3CCCCC3)ccc2O1	2.0	5.1	4.8	0.3	0.0	nt	-6.9
C[C@@H]1CN([C@H](C)CO)C(=O)c2cccc(NC(=O)Nc3ccc4c(c3)OCO4)c2O[C@H]1CN(C)S(=O)(=O)c1cn(C)cn1	-4.9	7.1	0.6	0.0	0.1	8.4	-0.6
COC(=O)c1ccccc1NC(=S)NC(NC(=O)c1ccco1)C(Cl)(Cl)Cl (stereo not given)	1.2	-4.3	-1.3	nt	nt	nt	4.3
O=C(COc1ccc(Cl)cc1)NCc1nnc(SCC(=O)Nc2ccccc2F)o1	-5.1	0.3	-6.1	nt	nt	nt	-7.8
CCOc1ccc(S(=O)(=O)N2CCN(C(=O)COc3ccc(Br)cc3)CC2)cc1	-1.2	2.8	-1.6	0.3	0.7	12.6	-9.0
CCOC(=O)c1c(C)oc2c1c(CN1CCN(C(=O)OCC)CC1)c(O)c1ccccc12	2.4	8.3	-3.8	nt	nt	nt	0.9
C[C@@H]1CN([C@@H](C)CO)C(=O)c2cc(Br)cnc2O[C@@H]1CN(C)C(=O)CN1CCOCC1	-2.2	5.2	2.8	1.4	2.7	nt	9.1
O=C(C[C@@H]1CC[C@H]2[C@@H](COC[C@@H](O)CN2Cc2cc(F)ccc2F)O1)N[C@@H]1CCN(Cc2ccccc2)C1	1.0	3.1	8.5	0.0	1.6	-1.5	1.2
CCC(=O)N1CC2(C1)[C@@H](c1ccc(-c3ccccc3C)cc1)[C@H](CO)N2C(=O)CC	nt	-4.2	nt	-0.1	nt	nt	13.3
Cc1ccc(NC(=O)C(C)OC(=O)COc2cccc(C(F)(F)F)c2)cc1S(=O)(=O)N1CCOCC1 (stereo not given)	2.6	2.3	0.5	1.3	-0.3	15.4	-1.0
CCN1[C@@H]2c3ccc(C4=CCCC4)c(=O)n3C[C@@H]2[C@@H](CO)[C@@H]1C(=O)NC1Cc2ccccc2C1	-7.5	-3.3	-3.9	0.8	0.9	-5.5	-12.6
COc1ccc2ccccc2c1CNCCCN1CCOCC1	-3.7	1.0	-2.2	8.7	nt	nt	-2.1
CCC(CC)C(=O)N1CC(=O)Nc2ccc(Br)cc2C1c1ccccc1 (stereo not given)	-2.7	-5.8	-1.8	-0.9	-8.0	12.6	-6.7
CCOc1ccccc1NC(=O)c1cccc2c1C(=O)N(C1CCCCC1)C2	-3.0	-2.3	-1.3	nt	1.0	-1.3	-1.0

Next part
Structure	ERp5 inh	DENV2 CPE rescue	SIRT5 inh	E-selectin induc	PglD inh	Statin myotox sup	S100A4 MyoIIA
CN1CCN(C(=O)c2cccc(-c3ccc4nncn4c3)c2)CC1	-6.4	1.0	-0.9	-0.8	2.2	5.5	-6.3
Cc1ccc(-c2nc(CNC(=O)c3cc(C)on3)cs2)cc1	-1.7	-5.1	-2.1	-1.2	-3.2	nt	-1.1
CC(C)C#Cc1cnc2c(c1)C(=O)N([C@H](C)CO)C[C@@H](C)[C@@H](CN(C)C(=O)Cc1ccncc1)O2	-4.6	-2.7	-4.0	-0.2	-3.3	-38.1	3.2
Cc1cc(S(=O)(=O)Nc2ccc(C(=O)NCC(C)(C)N3CCOCC3)cc2)ccc1F	12.7	-7.0	-6.8	-0.3	2.6	-7.3	-2.4
NS(=O)(=O)c1ccc(O)c(N2C(=O)c3cccc4c(C(=O)O)ccc(c34)C2=O)c1	-5.0	-1.2	3.6	nt	nt	nt	2.9
O=C(C[C@@H]1CC[C@@H]2[C@H](COC[C@H](O)CN2Cc2ccncc2)O1)NCc1ccncc1	0.8	7.1	-2.5	0.1	-1.2	-2.6	2.6
C=CCNC(=O)CSc1nc2scc(-c3ccco3)c2c(=O)n1CC=C	-3.2	4.2	7.9	6.4	1.9	nt	5.9
O=C(NCC[C@H]1CC[C@H](NS(=O)(=O)Cc2ccccc2)[C@@H](CO)O1)C1CCOCC1	0.1	-7.4	-1.7	0.2	0.3	1.5	27.2
COC(=O)C[C@H]1C=C[C@@H](NS(=O)(=O)c2ccc(OC)cc2)[C@H](CO)O1	7.2	2.5	-0.8	-0.1	-0.5	-9.1	8.9
CC1CCN(C(=O)Cn2c3ccccc3c3nc4n(c(=O)c32)CCS4)CC1	-7.9	6.8	-2.9	nt	-4.4	-1.2	3.8
COc1ccccc1-n1c(SCC(N)=O)nc2sc3c(c2c1=O)CCC3	8.7	6.2	-2.1	nt	1.2	nt	0.9
COCCOc1ccc(C(F)(F)F)cc1NC(=O)COC(=O)C1=COCCO1	-3.1	-2.9	-0.8	0.6	-4.6	-5.0	2.4
CCN1CCN(C(c2cccc(OC)c2OC)c2nnnn2Cc2ccco2)CC1 (stereo not given)	-7.7	1.4	-3.5	7.2	nt	-0.6	1.6
Cc1ccc(C(=O)C2CCN(CC(=O)NCc3ccc(F)cc3)CC2)cc1	-0.1	-5.0	-1.8	0.2	6.3	-5.4	-0.1
NC(Cc1ccc(C(F)(F)F)cc1)c1csc(Nc2nncc3ccccc23)n1 (stereo not given)	-4.6	16.2	-5.5	1.0	-5.4	-14.7	-3.6
O=C(NCc1ccncn1)[C@@H]1[C@@H](CO)[C@@H]2Cn3c(ccc(-c4ccc(F)cc4)c3=O)[C@@H]2N1CC1CC1	-3.0	-0.7	2.4	-0.2	2.1	1.0	7.0
C/C(=C1/SC(N2CCOCC2)=NC1=O)c1ccc(Cl)cc1	4.9	nt	4.9	nt	-1.1	-9.6	0.3
O=C(CCCn1cnc2ccccc2c1=O)Nc1ccccc1F	2.9	-2.0	-0.6	nt	nt	-2.6	-6.4
Brc1ccc(-c2nnc3sc(CN4CCC5(CC4)OCCO5)cn23)cc1	4.6	4.8	-4.9	nt	-3.2	1.6	-7.5
O=C(C1CC1)N1CCN=C1SCc1cccc(F)c1	12.3	8.7	nt	0.2	1.0	19.4	1.8

Going on with the list.
Structure	ERp5 inh	DENV2 CPE rescue	SIRT5 inh	E-selectin induc	PglD inh	Statin myotox sup	S100A4 MyoIIA
COc1ccccc1NC(=O)N[C@H]1C=C[C@H](CC(=O)N2CCC(Cc3ccccc3)CC2)O[C@@H]1CO	0.7	-7.5	-35.2	-0.6	2.7	-8.8	103.5*
Cc1noc(C)c1S(=O)(=O)N(C)C[C@H]1Oc2c(NC(=O)C3CC3)cccc2C(=O)N([C@@H](C)CO)C[C@H]1C	1.1	4.9	3.7	-0.2	2.4	-14.2	-1.5
O=C(CN1C(=O)NC2(CCCC2)C1=O)NCc1ccco1	-4.6	4.1	-3.2	nt	3.9	53.0	4.5
COc1ccc(-c2nc(-c3cccnc3)no2)cc1	2.0	-3.0	0.8	nt	nt	nt	-4.3
COc1ccccc1-c1cnc2c(c1)C(=O)N([C@@H](C)CO)C[C@@H](C)[C@@H](CN(C)Cc1cncnc1)O2	-2.6	-8.5	-3.3	-0.1	-1.9	13.1	20.0
O=C(CC1C(=O)N(c2ccc(Cl)cc2)C(=S)N1CCc1ccncc1)Nc1ccc(F)cc1 (stereo not given)	-0.7	4.2	-0.8	nt	nt	-31.9	0.7
Cc1ccc(S(=O)(=O)N(C)C[C@H]2Oc3ncc(-c4ccccc4)cc3C(=O)N([C@@H](C)CO)C[C@H]2C)cc1	5.4	-2.3	-0.2	0.9	0.7	2.1	0.9
Cc1ccc(S(=O)(=O)ON2C(=O)c3ccccc3C2=O)c(C)c1	-0.6	4.5	nt	0.3	nt	nt	0.3
CN(C)CCN1CCN(C2CN(C3CCCC3)S(=O)(=O)C2)CC1 (stereo not given)	10.5	0.5	-7.5	nt	0.6	-7.0	5.7
COc1ccc(CN(C)C[C@@H]2OCCCC[C@@H](C)Oc3ccc(NS(=O)(=O)c4c(C)noc4C)cc3C(=O)N([C@H](C)CO)C[C@@H]2C)cc1	nt	-8.0	nt	0.0	0.2	nt	nt
CN1CCN(C(=O)C2CCCN(S(=O)(=O)c3ccc(Br)cc3)C2)CC1 (stereo not given)	3.4	?	-3.4	-0.8	0.5	5.5	10.0
COc1ccc(-c2cccc(C(=O)Nc3ccccc3C)c2)cc1	13.4	1.1	-1.5	1.1	-7.5	-12.4	10.9
CCOc1cc(Cl)c(CNCCCN2CCOCC2)cc1OC	-0.4	5.3	-2.6	0.4	-4.6	-0.1	1.3
O=C(CNS(=O)(=O)Cc1ccccc1)NNc1ccccc1	1.9	9.6	2.7	0.0	-1.9	13.4	-0.3
Fc1ccc(NC(=S)N2CCn3cccc3C2c2cccnc2)cc1 (stereo not given)	1.3	-1.4	0.4	0.6	-6.1	-8.1	0.9
CN(CCC#N)C(=O)CSc1nnc(-c2ccco2)n1N	0.0	?	-3.8	nt	nt	nt	-3.1
Cn1c(SCC(=O)NC2CC2)nnc1-c1ccccn1	5.2	?	-4.1	-0.3	2.4	nt	0.4
COc1ccccc1/C=C/CN1CCCC(CCC(=O)NCc2ccccc2F)C1 (stereo not given)	-0.8	11.0	-6.1	1.2	0.0	-14.1	7.9

Pulled one by one from the entries so far:
Structure	ERp5 inh	DENV2 CPE rescue	SIRT5 inh	E-selectin induc	PglD inh	Statin myotox sup	S100A4 MyoIIA
Fc1ccc(NC(=S)N2CCn3cccc3C2c2cccnc2)cc1 (stereo not given)	1.3	-1.4	0.4	0.6	-6.1	-8.1	0.9
COc1ccc(-c2nc(-c3cccnc3)no2)cc1	2.0	-3.0	0.8	nt	nt	nt	-4.3
O=C(CN1C(=O)NC2(CCCC2)C1=O)NCc1ccco1	-4.6	4.1	-3.2	nt	3.9	53.0	4.5
